# EBNA-1 inh: blocks EBNA-1 binding to DNA; EBNA-1 DNA binding, fluorescence polarization; inhibition, % at 14.8 µM; 300,000 tested, 0.34% active; in the data active = inhibition above about 28%
# LYPLA1 inh: counter-screen for PME1 inhibitors: inhibitors of human LYPLA1. O75608. recombinant LYPLA1, FP-Rh probe fluorescence polarization. inhibition, % at 5.9 µM. AID 2174. 320,000 tested, 0.16% active;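 active = inhibition above the mean of all tested compounds plus 3 SD, set per campaign, cut at about 14% in these data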;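 also: inhibitors block serine hydrolase probe labeling of LYPLA1 so polarization falls; 0% = enzyme with DMSO and 100% = wells lacking LYPLA1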
# Target sequence (O75608 whole entry, looked up): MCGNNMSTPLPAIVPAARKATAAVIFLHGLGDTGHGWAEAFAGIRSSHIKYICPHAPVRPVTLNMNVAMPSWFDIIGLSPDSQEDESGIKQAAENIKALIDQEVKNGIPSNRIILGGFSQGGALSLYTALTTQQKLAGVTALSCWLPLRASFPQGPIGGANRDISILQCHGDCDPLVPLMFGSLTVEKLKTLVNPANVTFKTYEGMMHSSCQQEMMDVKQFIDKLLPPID
# PREPL inhibitor: inhibits the human prolyl oligopeptidase-like enzyme. AID 2751. Q4J6C6. recombinant PREPL, fluorescence polarization activity-based probe. inhibition, % at 5.96 µM. 320,000 tested, 0.68% active; in the data active = inhibition above about 43%;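 also: 0% = enzyme with DMSO and 100% = wells lacking enzyme; many of its hits are not listed in these tables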
# PAFAH1B3 FP inh: inhibitors of human PAFAH1B3. AID 492972. recombinant PAFAH1B3, FP-rhodamine probe, fluorescence polarization. inhibition, % at 3.39 µM. Q15102. 340,000 tested, 0.28% active;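 active = inhibition above the screen-wide average of all tested compounds plus 3 SD, cut at about 25% in these data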;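 also: 0% = enzyme with DMSO only and 100% = wells lacking PAFAH1B3 protein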
# Target sequence (Q15102 whole entry, looked up): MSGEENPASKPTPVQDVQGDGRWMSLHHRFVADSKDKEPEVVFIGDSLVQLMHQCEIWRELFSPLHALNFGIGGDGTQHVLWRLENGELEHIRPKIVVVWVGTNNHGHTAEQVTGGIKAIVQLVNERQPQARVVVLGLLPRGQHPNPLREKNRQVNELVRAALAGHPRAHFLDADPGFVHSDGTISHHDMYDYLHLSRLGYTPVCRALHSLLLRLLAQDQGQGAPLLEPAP
# ZTA counter: blocks Epstein-Barr virus ZTA, an EBNA-1 counter-screen. 320,000 tested, 0.15% active. inhibition, % at 11 µM. P03206. ZTA-DNA binding, fluorescence polarization. AID 2234; in the data active = inhibition above about 33%
# Target sequence (P03206 whole entry, looked up): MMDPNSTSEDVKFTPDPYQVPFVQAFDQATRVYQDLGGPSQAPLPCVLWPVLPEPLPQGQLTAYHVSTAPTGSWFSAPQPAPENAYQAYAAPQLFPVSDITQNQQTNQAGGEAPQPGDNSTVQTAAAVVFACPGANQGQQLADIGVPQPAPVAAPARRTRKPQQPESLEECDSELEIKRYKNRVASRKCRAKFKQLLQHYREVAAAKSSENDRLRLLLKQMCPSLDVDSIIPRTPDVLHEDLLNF
# LYPLA2 counter: blocks human lysophospholipase 2, a PME1 counter-screen; O95372; recombinant LYPLA2, FP-Rh probe fluorescence polarization; inhibition, % at 5.9 µM; 320,000 tested, 0.38% active; AID 2177;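 active = inhibition above the screen-wide mean plus 3 SD, limit set per campaign, cut at about 26% in these data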;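 also: 0% = LYPLA2 with DMSO and 100% = wells lacking LYPLA2 enzyme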
# PAD4 FP inh: inhibitors of human PAD4 | recombinant PAD4, RCA probe fluorescence polarization | inhibition, % at 6.36 µM | 330,000 tested, 0.41% active;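 active = percent inhibition above a cutoff equal to the mean of all tested compounds plus 3 SD, cut at about 15% in these data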;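 also: 0% = PAD4 with RCA probe and DMSO and 100% = probe without PAD4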
# GSTO1 inh: GSTO1 inhibition, counter-screen for RBBP9 inhibitors. recombinant GSTO1, activity-based probe fluorescence polarization. 300,000 tested, 1.1% active. AID 1974. inhibition, % at 5.96 µM. P78417;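 active = inhibition above the campaign mean inhibition plus 3 SD, cut at about 35% in these data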;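 also: 0% = GSTO1-1 with DMSO and 100% = wells lacking GSTO1-1 enzyme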
# Target sequence (P78417 whole entry, looked up): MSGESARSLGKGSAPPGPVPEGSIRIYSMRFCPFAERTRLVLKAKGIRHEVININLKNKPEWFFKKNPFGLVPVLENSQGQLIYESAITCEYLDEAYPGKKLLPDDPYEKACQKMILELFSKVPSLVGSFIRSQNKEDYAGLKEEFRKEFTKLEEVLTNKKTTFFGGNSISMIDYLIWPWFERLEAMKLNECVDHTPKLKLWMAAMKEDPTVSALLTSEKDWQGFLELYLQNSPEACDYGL
# PAFAH2 inh: inhibitors of human PAFAH2. 340,000 tested, 0.99% active. inhibition, % at 3.39 µM. recombinant PAFAH2, FP-rhodamine activity probe, fluorescence polarization;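 active = inhibition above the mean over all tested compounds plus 3 SD, cut at about 30% in these data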;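 also: inhibitors block probe labeling of enzyme so polarization drops; 0% = enzyme with DMSO and 100% = wells lacking PAFAH2 protein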
# Numbers without * were called inactive; . = no result given.
SMILES,EBNA-1 inh,LYPLA1 inh,PREPL inhibitor,PAFAH1B3 FP inh,ZTA counter,LYPLA2 counter,PAD4 FP inh,GSTO1 inh,PAFAH2 inh
Cc1cccc(C(=O)NCC(=O)NCCSc2ccc(Br)cc2)c1,8.4,-0.4,-31.9,3.8,-2.7,1.4,-1.8,7.6,6.0
N#Cc1c(C(F)(F)F)cc(-c2ccc(Cl)cc2)[nH]c1=O,5.2,-1.6,-7.4,-2.7,21.7,0.5,1.8,-4.6,-6.8
COc1ccc(CCNC(=O)c2cnc3ccccn3c2=O)cc1,0.5,7.4,16.2,-2.8,0.3,-0.3,2.2,5.7,-4.9
O=C(NNC(=O)c1ccc(-c2ccccc2)cc1)Nc1ccccc1F,11.8,-2.2,0.9,8.1,-2.9,2.1,4.4,2.5,0.5
O=C(c1ccc(OCC2CCCO2)cc1)N1CCN(c2ccccc2)CC1 (configuration not stated),-11.9,-2.3,6.2,5.5,1.8,1.9,-3.5,-2.4,1.6
COc1ccc(C2=NOC(C(=O)N3CCOCC3)C2)cc1OC (configuration not stated),0.4,0.1,9.7,5.3,-2.6,1.2,-3.7,4.7,-1.2
COc1cc(OC)cc(C(=O)NCC(=O)N2CCN(c3ccc(O)cc3)CC2)c1,-6.9,1.1,-5.8,-3.8,5.0,-7.3,-0.5,11.1,10.3
CC(=O)C1=C(O)C(=O)N(Cc2ccccc2)C1c1ccc(F)cc1 (configuration not stated),3.4,1.0,-3.8,6.5,10.5,13.0,-7.1,6.0,-2.7
COc1ccc(NS(=O)(=O)NC(=O)c2c(C)n(C)c3ccccc23)cc1,-9.3,-0.7,23.3,5.4,-2.7,2.6,-5.4,7.1,2.2
Cc1cccc(Nc2c([N+](=O)[O-])c(=O)n(C)c3ccccc23)c1,-3.7,-1.1,10.2,2.2,-4.4,-4.3,-4.2,3.1,7.2
COC(=O)[C@]1(C)N[C@H](CN(C)C(C)=O)[C@@H]2C(=O)N(Cc3ccccc3)C(=O)[C@@H]21,.,.,9.0,13.1,.,.,3.6,.,5.3
Cc1ccc2c(CN3CCCc4ccccc43)cc(=O)oc2c1C,6.2,0.9,34.1,3.7,-0.6,4.4,-1.5,-0.1,3.0
CCOc1ccccc1Nc1cc(C)nc2ccc(C)cc12,-7.1,0.3,2.1,10.2,-23.4,-7.9,-5.6,-0.4,-3.3
CCc1cc2c(=O)c(-c3nc4ccccc4n3C)c(C(C)C)oc2c(CN2CCN(C)CC2)c1O,6.2,0.3,4.6,10.5,-2.2,1.1,-2.0,3.7,-5.1
O=[N+]([O-])c1ccc(CNc2cccc(Cl)c2)s1,-5.7,0.3,30.3,4.7,0.2,14.1,-5.3,8.5,7.0
c1ccc(SSc2ccccn2)nc1,-3.9,-1.2,-7.6,3.2,9.6,2.1,-3.2,7.3,-1.1
CCCCCCOc1ccc(OC(=O)c2cccnc2)cc1,2.9,6.3,-2.7,2.5,0.8,49.8*,-4.1,1.7,2.0
O=S(=O)(c1ccc2nc(N3CCN(c4ccc(F)cc4)CC3)ccc2c1)N1CCCCC1,-5.5,-1.9,10.7,6.2,-11.8,3.1,-3.5,17.1,-3.3
COc1ccc2nc3oc(C(=O)NC4CCN(Cc5ccccc5)CC4)cc3cc2c1,-6.6,4.9,-28.5,3.4,-9.7,11.8,-2.8,1.9,-1.4
Cn1cccc1Cc1nnc(SCC(=O)Nc2ccc(F)cc2F)n1-c1ccc(F)cc1,4.2,-0.8,17.7,3.0,-15.0,1.9,0.0,3.8,2.4
Cc1ccc(-n2c(C)cc(/C=N/NC(=O)c3ccncc3)c2C)cc1C,17.0,0.5,2.1,4.3,12.8,0.7,-0.6,6.2,4.7
CS(=O)(=O)N1CCCC(C(=O)NCCCN2CCN(Cc3ccccc3)CC2)C1 (configuration not stated),-12.4,1.6,12.5,-5.2,-3.1,-1.6,-2.3,-3.7,4.7
COc1cc(/C=N/NC(=O)c2cc[n+]([O-])cc2)ccc1O,-0.9,2.0,3.7,13.7,-7.4,-0.2,0.1,3.9,-10.9
O=C(Nc1nnc(SCc2ccc(F)cc2)s1)c1cnccn1,-1.1,0.7,13.1,11.8,10.8,3.2,1.1,-6.8,-1.6
CC(C)[C@H](NC(=O)OCc1ccccc1)C(=O)OCC(=O)N1CCN(c2ccccc2)CC1,11.2,1.1,26.9,2.6,2.0,-2.1,0.3,-1.3,-2.7
Cc1cccc(OCc2nc3c4c(ncn3n2)-c2ccccc2CC42CCCC2)c1,-1.4,-1.6,11.0,3.4,-3.1,1.2,-4.0,5.2,-8.4
CC(NC(=O)c1ccc(Cl)s1)C1CCCO1 (configuration not stated),6.9,-2.0,2.2,8.1,10.5,-2.4,-5.2,2.2,-6.5
COc1cc(/C=c2\s/c(=C(/C#N)C(=O)N3CCCC3)n(-c3ccccc3)c2=O)ccc1O,-3.0,-41.9,-84.5,-73.2,-20.5,-93.0,-13.9,-67.2,-130.7
CCCn1ccc2c(OCC(=O)Nc3ccc(NC(C)=O)cc3)cccc2c1=O,-0.6,-0.3,-2.1,-2.8,4.7,0.5,-4.5,7.3,-6.1
Cc1[nH]c2ccccc2c1/C=C/c1nc2ccccc2c(=O)n1-c1cccc([N+](=O)[O-])c1,6.8,-6.9,5.6,3.1,24.4,0.8,-4.4,-8.8,-3.9
O=[N+]([O-])c1cc(S(=O)(=O)N2CCCC2)ccc1N/N=C1/CCCc2ccccc21,-0.1,1.7,-1.9,12.2,-10.1,1.5,2.5,1.1,2.8
COc1ccccc1Oc1nc(-c2cccnc2)nc2ccccc12,-0.1,-4.3,9.8,2.1,-0.1,0.4,-6.5,-3.9,4.4
COc1cccc(NC(=O)CSc2nc3ccccc3c(=O)n2Cc2cccs2)c1,14.5,-13.9,-19.5,1.3,19.3,-27.4,4.6,0.3,-17.4
O=C(O)C1CCCCC1C(=O)Nc1nccs1 (configuration not stated),-8.6,-4.8,5.1,1.7,-13.7,-5.3,-5.0,13.7,-3.3
CCN(CC)S(=O)(=O)c1cc(NC(=O)Cn2cnc3ccccc3c2=O)ccc1C,4.8,0.2,-1.8,1.3,4.3,-0.4,2.0,-1.2,0.2
CSc1cc(-c2ccc(Cl)cc2)c(C(=O)NC(C)C)s1,1.6,1.9,-2.0,3.8,5.6,9.7,1.4,3.3,-0.4
CS(=O)(=O)Nc1ccc(C(=O)NCc2ccco2)cc1,-17.7,0.2,9.5,4.6,-4.6,-3.6,-1.5,-2.9,-3.1
COc1ccccc1OCCn1cc(/C=N/NC(=O)c2ccncc2)c2ccccc21,3.4,-3.5,11.4,9.4,-8.2,-12.2,3.0,-0.9,11.2
O=C(COC(=O)c1ccc(Cl)c(S(=O)(=O)N2CCCC2)c1)NC1CCCC1,-8.7,-2.3,13.6,8.8,-6.3,2.5,3.2,17.9,40.9*
Cc1cccc(OCC(=O)NNC(=O)Cn2c(=O)cnc3ccccc32)c1,1.9,-0.3,0.5,6.8,1.1,2.9,1.9,8.8,-0.4
C1CCC2=NCCCN2CC1,-3.4,-3.3,26.4,3.0,-8.4,2.6,1.8,9.8,-2.0
CCOC(=O)C1(Cc2cccc(OC)c2)CCCN(Cc2c(C)nn(C(C)C)c2C)C1 (configuration not stated),-14.1,1.5,1.4,4.8,-1.9,-2.5,-4.2,1.4,-5.0
O=C(c1ccco1)N1CCN(Cc2cc(=O)c(OCc3cccc(Cl)c3)co2)CC1,0.1,0.9,8.1,2.4,-13.2,9.4,2.6,4.4,4.1
CCSc1nnc(NC(=O)c2ccco2)s1,0.2,0.8,5.4,2.3,14.3,0.9,7.1,-5.9,3.2
C=CSc1sc(Cl)c(N(C)C)c1[N+](=O)[O-],-0.1,1.3,4.8,13.4,5.1,4.0,-5.5,5.4,0.0
COc1ccc(N=Nc2c(C)n[nH]c2C)cc1,-1.5,2.8,9.3,16.6,-11.2,7.1,-0.4,3.9,5.7
CCCCC(=O)Nc1cccc(C(=O)N/N=C/c2ccc(OC)cc2OC)c1,4.9,-0.2,5.5,1.9,13.1,-3.1,-7.6,2.6,1.5
CCOC(=O)N1CCN(C(=O)c2cccc(-n3c(=S)[nH]c4cc(Cl)ccc4c3=O)c2)CC1,-0.6,2.6,9.4,7.4,5.9,6.8,6.3,-3.0,-4.4
Cn1c(=O)c2c(ncn2CC(=O)N/N=C/C=C/c2ccco2)n(C)c1=O,2.0,-0.9,6.3,-1.9,4.3,-3.1,-0.7,9.1,1.7
O=C(Cc1cccs1)NCCn1ccc2ccccc21,0.1,1.1,-3.1,3.4,1.0,3.7,-5.4,-3.9,-1.9
O=C(CCCCl)NC(=S)Nc1ccc(CN2CCOCC2)cc1,-1.1,1.4,-8.4,5.2,11.4,5.8,1.4,-8.9,4.9
Cc1onc(-c2ccccc2Cl)c1C(=O)N1CCN(c2cccc(Cl)c2)CC1,-12.7,0.4,1.7,1.6,0.5,-1.6,-1.7,-1.8,-3.5
N#Cc1ccsc1NC(=O)COC(=O)c1ccc2ccccc2c1,20.6,-9.2,-2.0,1.2,-5.8,-5.8,-8.8,-1.8,9.8
CC(C)(C)c1nnc(NC(=O)c2cccnc2Cl)s1,13.6,-2.2,10.3,-3.1,15.7,-1.7,2.2,-7.5,9.5
Cc1ccc2c(N)c(C)ccc2c1,5.4,1.9,4.7,1.7,19.4,5.3,2.2,4.0,4.9
O=C1Nc2cc(Cl)c(Cl)cc2N(O)N1c1ccccc1Cl,-10.2,1.0,-2.0,8.0,4.4,-1.4,-6.7,8.5,7.7
N/C(=N\OC(=O)c1ccc(Cl)cc1[N+](=O)[O-])c1cccnc1,6.3,5.1,3.4,8.6,-2.4,14.8,2.6,-1.1,-5.0
C=CCOC(=O)C1=C[C@H](c2ccc(Br)cc2)C[C@H](OCc2ccc(CO)cc2)O1,0.2,-1.7,-3.9,7.1,10.7,-5.1,-4.3,-1.4,-1.4
COc1ccccc1CNC(=O)[C@H](C)NC(=O)C1CCN(C(=O)[C@@H](N)CCSC)CC1,0.0,-0.6,22.1,1.1,2.9,4.4,-0.4,5.5,5.5
COC(=O)c1ccccc1NC(=O)/C=C/c1ccco1,7.9,-2.5,-5.9,-5.2,2.5,-2.0,0.5,4.0,0.2
# (next part)
SMILES,EBNA-1 inh,LYPLA1 inh,PREPL inhibitor,PAFAH1B3 FP inh,ZTA counter,LYPLA2 counter,PAD4 FP inh,GSTO1 inh,PAFAH2 inh
Cc1cccc(C(=O)Nc2nnc(S(=O)(=O)N(C)Cc3ccco3)s2)c1,4.1,-2.2,-6.0,2.0,8.4,-3.8,-4.9,-46.7,2.9
O=S1(=O)CCC(n2nccc2-c2ccccc2)C1 (configuration not stated),-0.4,-1.9,2.5,13.3,1.1,-3.6,1.5,-3.5,-3.0
COc1ccc(/C=C/C(=O)NNc2cc(=O)n(C)c(=O)n2C)cc1OC,2.1,0.1,8.4,8.9,1.5,-4.7,-9.1,7.7,5.0
Cc1ccc(C(=O)N2CCN(S(=O)(=O)c3ccc(Br)cc3)CC2)o1,2.3,-1.1,-30.2,0.1,5.3,1.7,-2.4,0.2,7.7

# Molecules above that contain bromine, in the order listed:
SMILES,EBNA-1 inh,LYPLA1 inh,PREPL inhibitor,PAFAH1B3 FP inh,ZTA counter,LYPLA2 counter,PAD4 FP inh,GSTO1 inh,PAFAH2 inh
Cc1cccc(C(=O)NCC(=O)NCCSc2ccc(Br)cc2)c1,8.4,-0.4,-31.9,3.8,-2.7,1.4,-1.8,7.6,6.0
C=CCOC(=O)C1=C[C@H](c2ccc(Br)cc2)C[C@H](OCc2ccc(CO)cc2)O1,0.2,-1.7,-3.9,7.1,10.7,-5.1,-4.3,-1.4,-1.4
Cc1ccc(C(=O)N2CCN(S(=O)(=O)c3ccc(Br)cc3)CC2)o1,2.3,-1.1,-30.2,0.1,5.3,1.7,-2.4,0.2,7.7

# An excerpt; the hit share may differ from the screen's.
